KCNH2 3.1 block: KCNH2 3.1 (human) potassium channel inhibition; U2OS KCNH2 3.1, thallium flux FluxOr; active compounds read low; AID 720553; activity change, % (tested at about 1.8 µM); hit rate 0.95% among 340,000;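 active means maximum activity change below -70%; inconclusive means maximum activity change from -70% to -50%; inactive means maximum activity change above -50%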;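 further: thallium influx rate constant from kinetic fluorescence after stimulation buffer; on the % scale 0 is the no-effect control and ±100 the full control effect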
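Thallium flux read-out: FluxOr dye with Red40 quencher in HBSS/HEPES, 45 min at RT. Rate constants from kinetic reads were normalized to positive and negative DMSO controls. Cells: U2OS virally expressing the 3.1 isoform.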
TRPV1 agonist: activates the human vanilloid receptor TRPV1; Q8NER1; TRPV1-expressing cells, Fluo-8 calcium influx, agonist mode; activation, % at 8.33 µM; hit rate 0.19% among 320,000; AID 540275; in the data active means activation above about 80%; inconclusive means between about 30% and that limit; further: 0% is about no effect
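TRPV1-expressing cells were cultured overnight at 35.5C and loaded with Fluo-8 calcium dye for 40 to 90 min at room temperature. After a 10 s baseline, compound was added and calcium influx was read kinetically for 3 min (ex 480/em 520 nm).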
USP2a block: inhibitors of human ubiquitin-specific protease USP2a; hit rate 0.01% among 330,000; Potency, µM (top dose mostly 38.3 µM), for the others: at the top dose activity change, negative = inhibition, actives largely listed as inhibitors; USP2 core, Ub-CHOP2 coupled fluorogenic reporter, 485/531;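 further: potency means the concentration at half of the fitted maximal effect; plate controls were DMSO wells for no effect and full inhibition by NEM control for full effect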
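USP2 core (10nM final) preincubated 30min RT with compound in 20mM Tris-HCl pH 8.0, 2mM CaCl2, 2mM beta-mercaptoethanol, 0.05% CHAPS; 25nM Ub-CHOP2 plus 25nM reporter substrate added, fluorescence (Ex485/Em531) read after 60min.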
A-T KAP1 phos: potential ataxia-telangiectasia treatments restoring KAP-1 phosphorylation | […] A-T fibroblasts, KAP-1 phosphorylation AlphaLISA; neocarzinostatin DNA damage 30 min before lysis | Potency, µM (top dose mostly 57.5 µM), without a hit: at the top dose activation, hits mostly activators | hit rate 0.19% among 320,000; further: potency means the concentration at half of the fitted maximal effect; % of control where 0% means no effect; nearly all actives have a fitted effect of over 45% in size
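hTERT-immortalized A-T patient fibroblasts ([…]), 500 cells/well in OPTI-MEM, 1% FBS, got compounds for 60 min, then NCS for 30 min at 37C. Lysates were then assayed for phospho-KAP-1 by AlphaLISA (anti-pKAP1 donor, anti-KAP1 acceptor beads), 6 hr at 25C.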
Mito fusion act: mitochondrial division inhibition or fusion activation. AID 485298. S. cerevisiae fusion-defective mutant growth rescue, CellTiterGlo 48 h. Potency, µM (top dose mostly 46.1 µM), without a hit: at the top dose growth rescue (activation), most hits filed as activators. hit rate 0.23% among 320,000;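 further: potency means the concentration at half of the fitted maximal effect; % of control where 0% means no effect; nearly all actives have a fitted effect of over 45% in size; temperature-sensitive fusion mutants such as fzo1-1 at 37 °C on non-fermentable ethanol glycerol medium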
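Compounds are tested for their ability to restore growth of mitochondrial fusion-defective yeast strains at non-permissive 37C in YPEG medium over 48 hours. Viability is quantified by luciferase luminescence.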
Eya2 inh: inhibitors of human Eya2 phosphatase activity | O00167 | recombinant Eya2, OMFP fluorescence dephosphorylation (OMFP is methylfluorescein phosphate) | Potency, µM (series often up to 76.9 µM), for inactives: at the highest dose activity, negative = inhibition, usual class: inhibitors | hit rate 0.006% among 330,000 | AID 488837; further: potency means the concentration at half of the fitted maximal effect; on the % scale 0 is the no-effect control and ±100 the full control effect
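Eya2 protein (added as 0.2 uM solution) was preincubated with compound for 10 min at ambient temperature in 50 mM HEPES pH 7.5, 50 mM NaCl, 5 uM MgCl2, 0.05% BSA, 1 mM DTT. OMFP (added at 50 uM) then reacted 10 min; fluorescence read at 485/525 nm.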
TCR activator: T cell receptor activation; 330,000 tested, under 10 active; Potency, µM (top dose mostly 9.22 µM), inactives show at the top dose activation of IL-2 secretion, most hits filed as activators; primary human leukocytes, anti-CD3, IL-2 HTRF, 48 h; AID 504894; further: % of control where 0% means no effect
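Primary human leukocytes receive a-CD3 beads and test compound and are incubated 48 hr. Secreted IL-2 is then assayed by HTRF, measuring 665nm acceptor emission after 320nm excitation of the europium donor.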
TSHR antagonist: human thyrotropin receptor antagonism; P16473; AID 504810; activity change, negative = inhibition, % at 11.5 µM; TSHR-expressing cells, TSH-stimulated cAMP HTRF, 2 h; active compounds read low; hit rate 0.2% among 330,000;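 active means activity change below a set negative limit, meaning inhibition stronger than a set level, cut at about -70% in these data; inconclusive means activity change between two set negative limits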; further: on the % scale 0 is the no-effect control and ±100 the full control effect
Target sequence (P16473 whole entry, looked up): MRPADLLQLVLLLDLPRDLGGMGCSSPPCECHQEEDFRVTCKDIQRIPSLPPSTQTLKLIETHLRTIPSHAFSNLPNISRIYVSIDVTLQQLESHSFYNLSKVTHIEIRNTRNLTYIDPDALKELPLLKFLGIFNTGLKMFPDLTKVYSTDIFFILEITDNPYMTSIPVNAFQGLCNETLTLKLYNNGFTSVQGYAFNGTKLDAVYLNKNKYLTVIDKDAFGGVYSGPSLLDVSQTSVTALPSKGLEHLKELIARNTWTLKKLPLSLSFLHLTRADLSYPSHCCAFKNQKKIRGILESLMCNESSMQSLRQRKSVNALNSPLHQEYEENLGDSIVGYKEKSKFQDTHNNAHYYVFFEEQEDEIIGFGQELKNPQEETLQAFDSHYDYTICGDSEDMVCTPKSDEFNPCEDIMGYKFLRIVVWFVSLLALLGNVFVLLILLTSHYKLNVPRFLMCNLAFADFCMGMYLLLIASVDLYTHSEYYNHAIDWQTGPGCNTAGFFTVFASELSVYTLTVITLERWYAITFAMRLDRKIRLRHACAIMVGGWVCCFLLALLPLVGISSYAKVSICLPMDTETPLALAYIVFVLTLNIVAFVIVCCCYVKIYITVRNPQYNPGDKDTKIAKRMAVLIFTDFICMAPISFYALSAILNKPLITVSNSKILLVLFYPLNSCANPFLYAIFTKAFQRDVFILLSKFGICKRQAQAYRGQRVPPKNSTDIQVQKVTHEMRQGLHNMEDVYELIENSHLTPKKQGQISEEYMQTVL
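Cell-based HTRF cAMP assay; TSHR cells + compound, TSH EC80 (4nM final), 2 h, 37 deg C. Lysis with anti-cAMP cryptate and cAMP-d2, 30 min RT, read 665/620 nm.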
ELG1 repair inh: ELG1-dependent DNA repair inhibition; HEK293T ELG1-luciferase reporter, luminescence, 16 h; DNA damage induced by 5-fluorouridine; Potency, µM (highest dose often 46.1 µM), for inactives: top-dose activity change, negative = inhibition, actives largely listed as inhibitors; hit rate 2.3% among 330,000; AID 504467; further: potency means the concentration at half of the fitted maximal effect; on the % scale 0 is the no-effect control and ±100 the full control effect; nearly all actives have a fitted effect of over 55% in size
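Reporter activity after DNA damage by 5-fluorouridine is monitored. Compound-treated cells incubate 16 hr at 37 °C, then ONE-Glo is added for 30 min before luminescence reading.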
KCNH2 WT inh: inhibitors of human wildtype KCNH2 potassium channel | Q12809 | U2OS, BacMam KCNH2, thallium flux FluxOr; active compounds read low | activity change, % at 1.84 µM | hit rate 0.37% among 340,000;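 active means maximum activity change below -70%; inconclusive means maximum activity change between -70% and -50%; inactive means maximum activity change above -50%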; further: on the % scale 0 is the no-effect control and ±100 the full control effect
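U2OS cells were transduced with wild-type KCNH2 virus (2.03 x 10^8 / mL) for 4 h at room temperature, then cultured overnight at 37 C. Thallium flux was read with FluxOr dye. Rate constants were normalized to DMSO controls.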
* = called active by the depositor; ? = inconclusive; · = no result given; [ ] = remark or other dose. Unless noted, the call rests on the fitted dose curve; in most records, active means well fitted curve in the direction sought with a large enough effect; inconclusive means small, poorly fitted or top-dose-only effect, or another doubt; inactive means no such curve, though single readings can be large; an effect the other way counts as inactive or inconclusive.

SMILES	KCNH2 3.1 block	TRPV1 agonist	USP2a block	A-T KAP1 phos	Mito fusion act	Eya2 inh	TCR activator	TSHR antagonist	ELG1 repair inh	KCNH2 WT inh
O=C(NCCCN1CCOCC1)c1cc(-c2ccccc2F)no1	10	0	2%	-1%	0%	1%	1%	3	?	6
Cn1c(CC(=O)c2ccc(Br)cc2)[n+](C)c2ccccc21	8	-1	0%	3%	-3%	1%	-2%	-4	?	5
COc1cccc(C(=O)NCCCNC(=O)c2ccccn2)c1	30	-1	1%	3%	-14%	-9%	-4%	19	3%	-1
CC(C)Oc1ccc(C(=O)Nc2ccc(S(=O)(=O)N3CCN(C)CC3)cc2)cc1	11	1	-5%	-5%	-6%	-2%	-8%	-12	?	5
O=C(Cn1nc2ccccc2n1)N/N=C/c1cc(Cl)cc([N+](=O)[O-])c1O	-24	1	-8%	-2%	2%	1%	-4%	-6	?	-5
CCOc1ccc(OCC(=O)OCC(=O)NCC2CCCO2)cc1 (stereo not drawn)	8	0	0%	-1%	1%	12%	4%	11	16%	13
O=C(Nc1ccc(Br)cc1)C1C2C=CC3(O2)C1C(=O)N(CCN1CCOCC1)C3C(=O)NC1CCCCC1 (stereo not drawn)	3	0	0%	3%	-4%	2%	-1%	-5	6%	0
O=C(CCCc1nc2ccccc2s1)NCc1ccccc1F	10	29	3%	6%	0%	1%	1%[46.1 µM]	7	20%	-3
O=C(Nc1ccc(S(=O)(=O)Nc2ccccn2)cc1)C(F)(F)F	-2	0	1%	-1%	-3%	-30%	-5%	1	-11%	-2
CC(C)Cn1c(-c2ccc(F)cc2)n[nH]c1=S	-2	-5	0%	8%	-4%	10%	-6%	-8	1%	9
O=C(c1ccc(N2CCCS2(=O)=O)cc1)N1CCN(c2ccc(F)cc2)CC1	-34	1	1%	5%	4%	-5%	-4%	1	?	-8
COC(=O)[C@@H](NC(=O)Nc1ccc(OC(F)(F)F)cc1)C(C)C	1	1	-1%	-7%	6%	-4%	0%	-3	5%	-1
O=c1cc2c(nn1Cc1ccccc1Cl)-c1ccccc1CC2	-17	18	3%	6%	20µM*	9%	-2%	-11	2%	-17
CC(C)(C)c1ccc(C(=O)NCC(=O)N2CCCC2)cc1	1	?	1%	-3%	-3%	12%	7%	16	?	2
C=C1c2cc(C)ccc2NC(=O)N1c1ccc(C)cc1	-3	-2	-2%	1%	0%	18%	-159%	23	6%	1
CC(C)CCNC(=O)C1CCC(CNS(=O)(=O)c2ccc(Cl)cc2)CC1 (stereo not drawn)	-9	6	0%	26%	6%	?	1%	5	?	-2
Cc1ccc(N2CCN(S(=O)(=O)c3nnc(NC(=O)c4ccccc4)s3)CC2)cc1	-3	-3	4%	-3%	2%	9%	5%	-7	13%	-1
CCC(=O)N1N=C(c2ccc(C)cc2)CC1c1ccco1 (stereo not drawn)	-20	22	0%	-7%	5%	-16%	5%	-3	-3%	2
Cc1nc(SCC(=O)NC2CCCCC2C)c(C#N)c(C)c1C (stereo not drawn)	10	11	3%	9%	3%	9%	7%	2	16%	-4
Cc1nc(CS(=O)(=O)c2ccccc2)cc(N2CCN(c3ccccc3F)CC2)n1	6	0	-2%	4%	3%	-9%	1%	-3	7%	1
CN(C)/C=C(\C#N)S(=O)(=O)C(C)(C)C	4	-2	-1%	-4%	-2%	9%	4%	-1	5%	-6
O=C1CC(c2cccc(Cl)c2)CC(O)=C1C=Nc1ccccc1 (stereo not drawn)	14	11	3%	1%	-2%	-2%	1%[46.1 µM]	-10	-15%	-1
CCOc1ccc(N2C(=O)CC(SC(=NC)Nc3cccc(OC)c3)C2=O)cc1 (stereo not drawn)	9	7	11%	-3%	-2%	4%	-7%	-8	-9%	2
COC(=O)[C@@]12OC[C@]34[C@H]([C@@H](O)[C@@H]1O)[C@@]1(C)C(=O)C(O[C@@H]5OC(CO)[C@@H](O)[C@@H](O)[C@@H]5O)=C[C@@H](C)[C@@H]1C[C@H]3OC(=O)[C@H](OC(=O)/C=C(\C)C(C)(C)OC(C)=O)[C@@H]24 (stereo partly drawn)	2	1	0%	-3%	-9%	3%	-3%	0	6.5µM*	-1
O=C1CCc2cc(S(=O)(=O)N3CCCC3C(=O)N3CCN(c4ccccc4F)CC3)ccc2N1 (stereo not drawn)	5	·	3%	6%	0%	8%	-5%	-9	-4%	4

The list continues.
SMILES	KCNH2 3.1 block	TRPV1 agonist	USP2a block	A-T KAP1 phos	Mito fusion act	Eya2 inh	TCR activator	TSHR antagonist	ELG1 repair inh	KCNH2 WT inh
O=S(=O)(NCC(c1ccco1)N1CCCCC1)c1cccc(C(F)(F)F)c1 (stereo not drawn)	-28	9	-2%	6%	1%	-12%	-25%	-4	-8%	12
Cc1ccc(C(c2sc3nc(C)nn3c2O)N2CCN(CCO)CC2)cc1 (stereo not drawn)	2	0	1%	19%	7%	-2%	6%	17	9%	-5
C=CCn1c(NS(=O)(=O)c2ccccc2)c(S(=O)(=O)c2ccc(C)cc2)c2nc3ccccc3nc21	-12	-3	0%	22µM*	-1%	-19%	-4%[46.1 µM]	8	?	-16
O=C(NCc1nnc(SCC(=O)N2CCCCCC2)o1)c1ccc(F)cc1	-1	-4	3%	1%	2%	-14%	10%	-5	-1%	8
CC(=O)c1ccc(OCC(O)CN2CCN(Cc3ccccc3)CC2)cc1 (stereo not drawn)	-13	·	0%	-3%	-5%	7%	-5%	-1	17%	3
CCC(CC)c1nnc(NC(=O)CS(=O)(=O)c2ccccc2)s1	3	-2	-1%	12%	3%	-2%	-6%	-6	-2%	10
O=C(Cc1ccc([N+](=O)[O-])cc1)Nc1cccc(C(=O)N2CCCC2)c1	6	·	1%	0%	·	-1%	6%	-8	-27%	-4
CCOC(=O)c1c(Cl)c(C)nn1-c1nc(OC)cc(OC)n1	15	12	3%	1%	1%	-11%	-1%[46.1 µM]	0	-10%	-3
O=C(CCCn1c(=S)[nH]c2cc3c(cc2c1=O)OCO3)N1CCN(c2ccccc2F)CC1	6	6	0%	1%	2%	12%	3%	1	23µM*	-16
CCCCCn1c(=O)[nH]c2cc(C(=O)NCCc3ccc(OC)c(OC)c3)ccc2c1=O	1	-1	-11%	·	1%	2%	5%	13	-25%	0
CC(C)(C)C1CCc2onc(C(=O)Nc3ccc4c(c3)OCO4)c2C1 (stereo not drawn)	-4	?	2%	1%	9%	-5%	3%	5	0%	2
COc1cc(NC(=O)CN2CCN(S(=O)(=O)/C=C/c3ccccc3)CC2)cc(OC)c1OC	-6	0	-2%	0%	1%	-1%	64%	-12	?	2
O=c1c(-c2nc3ccccc3s2)cccn1Cc1ccccc1	12	·	1%	?	1%	5%	0%	4	?	-17
COc1cc(/C=C/C(=O)OCC(=O)NCCN2C(=O)CSC2=O)ccc1OC(F)F	-1	1	-2%	3%	17%	-3%	-9%	-8	4%	8

Structural class, those above with an aryl methoxy group.
SMILES	KCNH2 3.1 block	TRPV1 agonist	USP2a block	A-T KAP1 phos	Mito fusion act	Eya2 inh	TCR activator	TSHR antagonist	ELG1 repair inh	KCNH2 WT inh
COc1cccc(C(=O)NCCCNC(=O)c2ccccn2)c1	30	-1	1%	3%	-14%	-9%	-4%	19	3%	-1
CCOc1ccc(N2C(=O)CC(SC(=NC)Nc3cccc(OC)c3)C2=O)cc1 (stereo not drawn)	9	7	11%	-3%	-2%	4%	-7%	-8	-9%	2
CCOC(=O)c1c(Cl)c(C)nn1-c1nc(OC)cc(OC)n1	15	12	3%	1%	1%	-11%	-1%[46.1 µM]	0	-10%	-3
CCCCCn1c(=O)[nH]c2cc(C(=O)NCCc3ccc(OC)c(OC)c3)ccc2c1=O	1	-1	-11%	·	1%	2%	5%	13	-25%	0
COc1cc(NC(=O)CN2CCN(S(=O)(=O)/C=C/c3ccccc3)CC2)cc(OC)c1OC	-6	0	-2%	0%	1%	-1%	64%	-12	?	2
COc1cc(/C=C/C(=O)OCC(=O)NCCN2C(=O)CSC2=O)ccc1OC(F)F	-1	1	-2%	3%	17%	-3%	-9%	-8	4%	8

Source: PubChem

Not all compounds are listed (hit frequency here may not be typical).
